Assay outcomes as filed in PubChem.
Peg3 promoter: Peg3 promoter activity inhibition | HeLa PEG-Prom luciferase reporter, luminescence, overnight | inhibition, % at 20 µM | 360,000 tested, 1.7% active | AID 588405;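 active = inhibition of at least 50% at 20 µM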
Shn3 3UTR inh: reduces Shn3 3'UTR luciferase signal in osteoblasts | inhibition, % at 12.5 µM | Clone20 osteoblast Shn3 3'UTR firefly luciferase, 24 h | AID 588674 | 360,000 tested, 0.52% active;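 active = mean inhibition of at least 75% with every replicate also reaching 75%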;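 note: 0% = median of neutral control wells and 100% = pilot-screen positive control compound; some compounds past the cut are filed as inactive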
TRPM1 prom inh: inhibitors of MITF-driven TRPM1 promoter in melanoma cells | SK-MEL-5 TRPM1 promoter luciferase, 24 h | inhibition, % at 12.5 µM | 330,000 tested, 0.83% active;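 active = mean inhibition across replicates of 60% or more, whatever share of single replicates reaches that level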; note: values of inactives mirror those of a sister screen read the other way
NR2E3 ag-1: activates human photoreceptor nuclear receptor NR2E3; AID 2300; Q9Y5X4; 320,000 tested, 0.12% active; GST-NR2E3/biotin-RetCOR TR-FRET, 1536-well; inhibition of corepressor binding, % at 4.78 µM;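 active = percent inhibition above the cutoff of mean plus 3 SD of all tested compounds, set per screening campaign, cut at about 20% in these data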;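 note: 0% = DMSO wells and 100% = biotin wells as full block of FRET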
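System: GST-NR2E3 and biotin-RetCOR proteins; probe or stimulus: 7 nM biotin-RetCOR; doses: compound at 4.8 µM, single dose; schedule: Compound–protein incubation for 5 h at 4 °C; detection: time-resolved FRET; read-out: percent inhibition; controls: biotin wells as high control, 0.6% DMSO wells as low control; format: 1536-well plates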
Cardio protect: modulators protecting cardiomyocytes from myocardial damage | H9c2 cardiomyocytes, H2O2 injury protection, ATPLite, 2 h | AID 588492 | protection from H2O2 cell death, % at 20 µM | 360,000 tested, 0.63% active;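 active = compounds giving at least 50% protection of heart cells from peroxide-induced death in the single-dose screen, raw or plate-pattern-corrected value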;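 note: 0% = DMSO wells with peroxide and 100% = DMSO wells without peroxide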
PDI inh: PDI (human) enzyme inhibition; 350,000 tested, 0.052% active; PDI insulin aggregation turbidity, A650, 90 min; inhibition, % at 10 µM;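 active = mean inhibition across replicates of 30% or more, whatever share of single replicates reach that level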;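 note: absorbance from insulin aggregation driven by PDI reduction with DTT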
Target sequence (P07237 whole entry, looked up): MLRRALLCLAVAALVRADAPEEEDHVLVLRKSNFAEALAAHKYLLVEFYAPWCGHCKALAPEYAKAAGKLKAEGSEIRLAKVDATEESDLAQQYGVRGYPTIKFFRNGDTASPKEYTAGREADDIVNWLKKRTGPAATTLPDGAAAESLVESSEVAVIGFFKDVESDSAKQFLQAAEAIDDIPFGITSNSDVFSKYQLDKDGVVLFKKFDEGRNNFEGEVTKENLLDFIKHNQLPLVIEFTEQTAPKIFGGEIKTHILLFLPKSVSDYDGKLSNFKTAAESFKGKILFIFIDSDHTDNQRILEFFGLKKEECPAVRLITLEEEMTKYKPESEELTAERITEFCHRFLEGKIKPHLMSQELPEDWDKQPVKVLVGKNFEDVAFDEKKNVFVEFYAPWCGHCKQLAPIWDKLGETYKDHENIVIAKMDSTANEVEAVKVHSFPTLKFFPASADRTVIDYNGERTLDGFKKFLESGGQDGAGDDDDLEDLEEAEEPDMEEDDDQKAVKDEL
CaV13 FRET inh: Disruptors of the CACNA1D IQ motif to Ca2+-dependent inactivation inhibitor domain association, primary screening, Förster resonance energy transfer in intact living … | HEK cells, CFP/YFP FRET ICDI-IQ, plate reader, 10 min; percent FRET-ratio fall versus neutral wells | 340,000 tested, 0.098% active | inhibition, % at 12.3 µM;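 active = mean replicate inhibition of at least 30% and at least 1% of replicates passing that level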;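 note: 0% = median of the neutral control wells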
hiPSC survival: increases survival of single human iPS cells | hiPSC single-cell survival, ATPlite luminescence; 100% = ROCK inhibitor wells, 0% = DMSO | survival enhancement, % at 20 µM | 360,000 tested, 0.044% active | AID 602274; in the data active = survival enhancement above about 18%;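 note: cells exposed to compounds for 16 hours before the ATP read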
HIF-2a block: blocks HIF-2a reporter activity; inhibition, % at 18.8 µM; 360,000 tested, 0.72% active; 786-0 RCC cells HIF-2a reporter, luciferase luminescence, overnight; AID 624352;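 active = inhibition of the luminescence signal of 40% or more relative to plate controls, in a single-dose primary screen at 18.75 µM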
NR2E3 ag-2: activates human NR2E3 receptor; 360,000 tested, 0.35% active; AID 602229; CHO-S Gal4-NCOR/VP16-NR2E3 two-hybrid, luciferase; inhibition of corepressor binding, % at 3.98 µM;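 active = inhibition above the mean of all tested compounds plus 3 SD, cut at about 70% in these data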;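 note: 0% = DMSO with NR2E3 transfected cells and 100% = cells lacking NR2E3 construct; higher means lower luciferase signal from less NR2E3 corepressor binding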
HTR2A ag: activates the mouse 5-HT2A serotonin receptor; AID 624169; CHO-K1 mHTR2A beta-arrestin complementation, luminescence; percent of 30 µM serotonin response; activation, % at 7.6 µM; 360,000 tested, 0.66% active;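 active = activation above a run cutoff, the mean activation of all tested compounds plus 3 SD, cut at about 14% in these data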;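 note: 0% = plate median of compound wells and 100% = 30 µM serotonin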
Target sequence (P35363 whole entry, looked up): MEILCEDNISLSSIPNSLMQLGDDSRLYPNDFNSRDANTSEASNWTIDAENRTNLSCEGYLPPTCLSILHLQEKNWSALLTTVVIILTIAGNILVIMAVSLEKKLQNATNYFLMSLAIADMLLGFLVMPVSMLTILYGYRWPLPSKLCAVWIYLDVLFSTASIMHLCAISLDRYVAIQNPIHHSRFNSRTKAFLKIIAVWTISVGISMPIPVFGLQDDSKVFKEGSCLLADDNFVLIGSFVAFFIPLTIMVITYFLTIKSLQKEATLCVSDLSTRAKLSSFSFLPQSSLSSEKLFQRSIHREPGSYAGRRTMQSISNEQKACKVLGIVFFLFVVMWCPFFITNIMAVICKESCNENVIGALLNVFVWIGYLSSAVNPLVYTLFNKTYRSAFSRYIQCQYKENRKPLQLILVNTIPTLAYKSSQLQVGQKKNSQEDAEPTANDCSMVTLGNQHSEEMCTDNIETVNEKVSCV
* = called active by the depositor; nt = not tested or not shown; & = joins results of further samples; ! = not active in a repeat.

item	SMILES	HIF-2a block	hiPSC survival	NR2E3 ag-2	PDI inh	Cardio protect	CaV13 FRET inh	Shn3 3UTR inh	HTR2A ag	Peg3 promoter	NR2E3 ag-1	TRPM1 prom inh
1	CC(=O)N1c2ccc(S(=O)(=O)N3CCC(C(=O)Nc4cccc(F)c4)CC3)cc2CC1C (centres undefined)	19	0.2	24	7	-5	-2	86*	-6	8	-4	13
2	COc1ccc(Cn2c(=O)c3cccnc3n(Cc3ccc([N+](=O)[O-])cc3)c2=O)cc1	14	-1.2	7	14	37	-8	28	-5	13	2	3
3	CSc1cccc(NS(=O)(=O)c2cn(C)cn2)c1	12	-0.4	-7	-1	-1	-2	-4	17*	2	2	-14
4	N#CCNC1CC(=O)N(c2ccc(F)cc2)C1=O (centres undefined)	5	0.0	-47	-2	4	-20	-31	0	9	-2	4
5	Cc1onc(-c2ccccc2)c1C(=O)NNC(=S)NC(=O)c1ccc(F)cc1	27	-0.2	-8	-1	47	-5	14	1	20	0	9
6	COc1cc(CNC(=O)c2cc(-c3cc(F)ccc3OCC3CCCO3)n[nH]2)cc(OC)c1 (centres undefined)	18	-0.2	24	4	5	-3	22	-4	18	nt	nt
7	CCN(CC)CCCN1C(=O)C2C(C(=O)Nc3ccc(C(C)C)cc3)C3C=CC2(O3)C1C(=O)NC1CCCCC1 (centres undefined)	9	0.3	-36	8	0	-3	-6	-8	8	1	-13
8	CC12CCC(C(=O)NCc3ccccc3Cl)(CC1=O)C2(C)C (centres undefined)	11	-0.2	-20	2	-4	-9	-9	3	10	3	0
9	CCOc1ccc(NC(=O)C/C(C)=N/NC(=O)Cc2cccs2)cc1	-17	-0.1	-32	-5	-4	-3	-4	-6	-6	0	-5
10	COc1cccc(C(=O)CN2CCN(S(=O)(=O)c3ccc(Br)cc3)CC2)c1	3	13	-14	-6	2	nt	-29	1	-1	0	15
11	COc1ccc(-c2noc(CCC(=O)NCCN(C)Cc3ccccc3)n2)cc1	5	-0.6	-15	7	8	nt	17	-4	-2	4	-10
12	O=C(NC1CCCC1)C1CCN(S(=O)(=O)c2cccc3cccnc23)CC1	30	5.0	-45	1	5	-5	10	-5	13	-2	-12
13	CSc1nnc(NC(=O)c2ccc3c(c2)OCO3)s1	-13	-0.5	-117	22	-15	-3	54	-4	52*	2	41
14	CC1=NN(c2nc(C)cc(C)n2)C(=O)C1CCC(C)C (centres undefined)	11	-0.9	24	7	1	-8	-26	3	10	0	5
15	COc1cc2[nH]c(=S)n(C3CC3)c(=O)c2cc1OC	15	0.0	14	2	0	5	16	2	25	0	0
16	CCOc1ccc(C2C(C(C)=O)=C(O)C(=O)N2CCc2c[nH]c3ccccc23)cc1 (centres undefined)	10	2.2	-10	17	-4	10	-7	1	-9	4	-4
17	CCOC(=O)CSc1nc(=O)n2cc(C)ccc2n1	-34	3.7	-27	-4	11	-7	-34	-5	-24	4	-3
18	COc1ccc(N2CCN(C(=O)c3ccccc3)CC2)c([N+](=O)[O-])c1	6	-0.2	15	-1	-3	7	-5	1	12	1	2
19	O=C(NCc1ccc2c(c1)OCO2)c1cccnc1	17	0.2	-9	14	2	-4	-7	1	2	2	3
20	CN(CCOc1ccccc1)CC(=O)Nc1cccc(Br)c1	11	0.3	8	-2	-8	-3	-42	-7	-3	2	-11
21	O=C(COC(=O)c1cc(=O)[nH]c2ccccc12)Nc1nc(-c2ccccc2)cs1	-152	-0.2	-24	1	22	-16	-48	3	-106	4	-47
22	CCN1CCN(Cc2ccc(NC(=O)c3cc(NC(=O)c4cc(C)on4)cc(OC)c3)cc2C(F)(F)F)CC1	-28&-10	-1.1&-2.6	-3&4	3&0	-31&-29	-3	-9&-5	-5&-7	57*!	-3	50
23	Cn1c(=O)c2cc(S(=O)(=O)Nc3cc(C(=O)O)cc(C(=O)O)c3)ccc2n(C)c1=O	13	-0.2	-24	-10	-4	-4	5	4	12	1	9
24	COC(=O)CNC(=O)C1(C)C=CCN1C(=O)c1ccccc1 (centres undefined)	-204	1.4	-126	5	9	-11	-16	1	-139	2	-49
25	O=C(COC(=O)/C=C/c1ccc(S(=O)(=O)N2CCOCC2)cc1)NCc1ccc2c(c1)OCO2	17	0.6	0	-21	-1	-2	-14	-3	-3	2	-19
26	N#CC(c1ccc(O)cc1)N1CCN(C(C#N)c2ccc(O)cc2)CC1 (centres undefined)	7	-1.3	15	3	-5	-5	15	2	-16	nt	-2
27	Cc1cc(C)c(C#N)c(SCC(=O)Nc2cc(C)on2)n1	-277	-0.3	-64	1	-1	-2	-102	-4	-275	nt	-76
28	Cc1ccc(-n2c3nc(=O)n(C)c(=O)c-3cc3ccccc32)cc1	20	-0.6	1	4	15	-2	nt	-7	17	0	nt
29	CCCOc1ccc(C(C)=O)cc1CC(C(=O)OCC)C(=O)OCC	16	-1.3	12	-6	-2	-4	6	-3	15	-1	-10
30	CCOC(=O)N1CCN(C(=O)CNC(=O)c2nn(-c3ccc(OC)cc3)c(=O)c3ccccc23)CC1	-99	-2.4	-24	-1	-18	-4	-30	4	-58	-4	-23
31	Cc1ccc2c(c1)C(c1ccc(F)cc1)N(C(=O)c1ccccc1Br)CC(=O)N2 (centres undefined)	23	-0.2	7	-2	6	-19	13	8	22	-2	-4
32	Brc1cccc(-c2nc3ccc(Br)cn3c2Cc2ccccc2)c1	-192	1.9	-10	nt	-4	-5	-4	6	-76	nt	nt
33	COc1ccccc1C(=O)NC1CC(C)(C)NC(C)(C)C1	13	-0.3	-17	8	0	-1	-1	3	-3	1	5
34	O=C(Nc1nccs1)C1CC(=O)N(CCc2ccc(F)cc2)C1 (centres undefined)	5	-0.6	12	1	-2	-7	-7	3	-17	8	-3
35	CC1Sc2ccc(S(=O)(=O)CCC(=O)Nc3ccccn3)cc2NC1=O (centres undefined)	2	0.9	-4	-1	2	-3	3	4	7	2	1
36	CCOC(=O)C1CCN(S(=O)(=O)c2cc(Cl)c(C)cc2OC)CC1	10	-2.0	10	-14	-3	nt	12	-3	18	1	4
37	O=[N+]([O-])c1cccc(CN2CCN(c3cccc4[nH]ccc34)CC2)c1	-5	-0.6	-9	9	4	-18	8	-16	-7	-1	3
38	Cc1cc(C)cc(Oc2ccc(N)cc2)c1	14	-0.8	-16	1	-7	-10	-16	0	-37	1	21
39	CCCCC(=O)N(C)c1c(C)nc2ccc(C(=O)N(C)Cc3ccco3)cn12	7	-1.1	-16	-10	-5	-12	-3	4	13	nt	nt
40	Cc1ccc(C)c(SCC(=O)c2ccc[nH]2)c1	-148	-0.1	-19	14	-12	-3	-34	-1	-79	1	-9
41	CC(=O)Oc1cccc(N2C(=O)c3ccc(C(=O)O)cc3C2=O)c1	23	-0.8	-10	3	2	-3	-4	2	12	0	4
42	COc1ccccc1C1C(C#N)=C(N)Oc2cc(C)n(CCCn3ccnc3)c(=O)c21 (centres undefined)	4	1.5	-7	4	17	-5	6	4	-7	1	5
43	Cc1ccc(SC[C@H](Cc2ccccc2)N2CC[C@@H](C)CCC2=O)cc1	3	2.5	-20	-5	-8	-11	1	0	15	5	-4
44	Cc1cc(C(=O)OCC(=O)NC(C)C)c(C)o1	13	0.0	-4	2	5	-4	16	1	17	-3	4
45	CCOC(=O)Cc1[nH]nc2c1C(c1ccoc1)C(C#N)=C(N)O2 (centres undefined)	2	1.8	18	-4	6	-8	10	1	18	0	-6
46	Cc1noc(C)c1NC(=O)Nc1cccc2c1O[C@H](CN(C)C(=O)Nc1ccccc1)[C@@H](C)CN([C@H](C)CO)C2=O	16	-2.0	-57	5	7	-5	-3	4	2	nt	2
47	Cc1ccc(N2CC(C(=O)Nc3ccc(S(=O)(=O)N4CCOCC4)cc3)CC2=O)cc1Cl (centres undefined)	2	-0.5	-19	1	-14	-2	16	-3	-27	1	5
48	CNC(=O)n1cc(C)c(-c2cccs2)n1	-1	0.8	-11	2	-3	-2	-3	3	8	-1	nt
49	O=C(c1ccc(F)cc1)N(Cc1ccccc1)C1CCS(=O)(=O)C1 (centres undefined)	7	-2.5	16	-6	0	-2	-6	-4	7	3	3
50	COc1cc(OC)c(-c2nc(-c3ccncc3)no2)cc1OC	-5	-0.3	-17	-7	49	-2	3	8	8	0	-3
51	COc1ccc(NC(=O)c2cccs2)cc1NC(=O)c1ccco1	6	0.5	-15	-6	-6	-4	15	-1	-14	4	-5
52	N[C@@H](Cc1ccccc1)C(=O)N1CCC(C(=O)N[C@@H](Cc2c[nH]c3ccccc23)C(=O)O)CC1	13	-0.5	19	17	3	-1	-4	5	8	-1	-5
53	CSc1ccccc1NC(=S)N/N=C/c1cccn1Cc1ccc(F)cc1	-4	1.8	-41	-3	-4	-9	9	-5	1	0	-4

Records above marked active in HTR2A ag:
item | Compound | HIF-2a block | NR2E3 ag-2 | PDI inh | CaV13 FRET inh | Shn3 3UTR inh | HTR2A ag | Peg3 promoter | NR2E3 ag-1 | TRPM1 prom inh
3 | CSc1cccc(NS(=O)(=O)c2cn(C)cn2)c1 | 12 | -7 | -1 | -2 | -4 | 17* | 2 | 2 | -14
